# Screening results as filed in PubChem.
# MT1-MMP act inh = blocks activation of human MT1-MMP | HT1080 RFP-PRO-GFP cells, GFP/RFP ratio fluorescence, overnight; percent of plate control window, DMSO zero | GFP/RFP ratio change, % at 20 µM | 0.061% of 360,000 active | AID 651647;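 active = GFP/RFP ratio change of at least 30% with cell ATP level not reduced by more than half and red fluorescence within 50% of control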; also: strong numbers were not always called active
#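 Assay system – RFP-PRO-GFP reporter HT1080 cells · Compound dosing – single dose of 20 µM compound, 1% DMSO final · Incubation – overnight compound exposure at 37 °C · Measure – GFP/RFP fluorescence ratio · Benchmarks – DMSO wells and RFP-L50D-GFP cells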
# eLon inh = E. coli protease La inhibition | 0.42% of 360,000 active | P0A9M0 | purified E. coli Lon protease, fluorescence polarization | AID 602123 | inhibition, % at 7.94 µM; in the data active = inhibition above about 13%, passing the limit was not always enough;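 also: 0% = enzyme with probe and DMSO and 100% = no enzyme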
# MLLE-PAM2 inh = inhibitors of microRNA-mediated deadenylation, human PABP1 MLLE binding | P11940 | GST-MLLE / FITC-PAM2 fluorescence polarization | inhibition, % at 20 µM | 0.36% of 360,000 active | AID 588489; in the data active = inhibition above about 35%, passing the limit was not always enough;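 also: plate controls were DMSO wells with GST-MLLE for no effect and wells lacking GST-MLLE protein for full effect; some results filed as inactive read as strong as hits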
# Target sequence (P11940 whole entry, looked up): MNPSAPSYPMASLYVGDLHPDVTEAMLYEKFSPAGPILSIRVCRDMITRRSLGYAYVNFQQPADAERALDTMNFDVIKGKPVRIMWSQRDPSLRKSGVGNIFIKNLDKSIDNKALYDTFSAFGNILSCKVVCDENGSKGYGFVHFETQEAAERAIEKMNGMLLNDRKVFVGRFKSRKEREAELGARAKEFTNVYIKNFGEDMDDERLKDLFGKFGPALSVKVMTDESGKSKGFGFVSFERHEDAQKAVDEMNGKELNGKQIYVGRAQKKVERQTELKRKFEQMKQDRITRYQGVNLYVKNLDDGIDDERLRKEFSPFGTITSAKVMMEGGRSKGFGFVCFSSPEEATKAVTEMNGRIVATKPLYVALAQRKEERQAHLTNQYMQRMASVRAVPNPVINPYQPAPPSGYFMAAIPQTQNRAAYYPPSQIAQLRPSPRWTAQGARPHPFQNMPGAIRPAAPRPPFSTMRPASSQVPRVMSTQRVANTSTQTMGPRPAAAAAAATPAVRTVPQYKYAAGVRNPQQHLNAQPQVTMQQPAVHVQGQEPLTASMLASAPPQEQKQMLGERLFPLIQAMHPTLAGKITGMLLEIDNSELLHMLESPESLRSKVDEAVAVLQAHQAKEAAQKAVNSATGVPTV
# Rin1 Abl inh = inhibitors of human Rin1-Abl protein interaction; P00519+Q13671; TR-FRET Rin1/Abl binding, biochemical; inhibition, % at 7.35 µM; 0.4% of 360,000 active; AID 588664; in the data active = inhibition above about 5%, passing the limit was not always enough
# CSN inh = blocks human CSN-mediated cullin deneddylation; Q92905; Purified CSN, SCF-Nedd8-OG deneddylation, fluorescence polarization; inhibition, % at 12.5 µM; 0.38% of 360,000 active; AID 651999;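 active = pattern-corrected inhibition above about 35%, with an unprinted fluorescence ratio check between 0.5 and 1.5, limit read from the data, passing the limit was not always enough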;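 also: 0% = enzyme with substrate and 100% = substrate without enzyme; some results filed as inactive read as strong as hits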
# Target sequence (Q92905 whole entry, looked up, one chain of several): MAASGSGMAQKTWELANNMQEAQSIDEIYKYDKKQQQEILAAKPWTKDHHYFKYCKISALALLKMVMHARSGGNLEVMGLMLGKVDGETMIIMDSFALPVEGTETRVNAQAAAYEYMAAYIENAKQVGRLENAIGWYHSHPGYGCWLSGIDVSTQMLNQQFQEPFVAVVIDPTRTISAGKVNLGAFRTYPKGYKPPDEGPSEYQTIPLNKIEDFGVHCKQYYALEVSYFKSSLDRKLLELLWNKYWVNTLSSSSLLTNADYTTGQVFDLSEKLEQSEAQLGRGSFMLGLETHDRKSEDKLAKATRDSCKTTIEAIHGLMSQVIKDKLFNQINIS
#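 Test system: purified human Csn5 enzyme expressed in HEK293T cells. Amount: 0.24 nM enzyme. Reagent: SCFSkp2-Nedd8OG substrate at 10 nM final. Schedule: 90 min incubation of compound, enzyme and substrate at room temperature. Detection: fluorescence polarization. Read-out: % inhibition of substrate cleavage by Csn5.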
# FAS-TE inh = FAS thioesterase (human) inhibition; 0.67% of 360,000 active; inhibition, % at 15 µM; P49327; AID 602261; recombinant FAS-TE, OMFH fluorogenic substrate, fluorescence endpoint;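 active = compounds whose normalised, plate-corrected inhibition of enzyme fluorescence in the single-dose primary screen is 50% or more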;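 also: 0% = DMSO with enzyme and 100% = substrate without enzyme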
# MsrA inh = inhibitors of bovine MsrA. purified bovine MsrA, absorbance read-out. inhibition, % at 15.5 µM. 0.75% of 360,000 active; in the data active = inhibition above about 4.5%;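 also: 0% = vehicle wells with enzyme and 100% = reference inhibitor wells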
# Rpn11 block = inhibitors of human proteasome Rpn11 | calls only at 20 µM | 0.59% of 360,000 active | human 26S proteasome, Ub4-pepOG fluorescence polarization; 20S core pre-blocked with epoxomicin | AID 588493 | O00487;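 active = inhibition at 20 µM, scaled to each plate's controls, above about 33%, limit read from the data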
# bovine MsrA act = bovine methionine sulfoxide reductase A activation. purified bovine MsrA, absorbance read-out. activation, % at 10.6 µM. 0.3% of 360,000 active; in the data active = activation above about 7.5%;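 also: 0% = vehicle and 100% = reference activator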
# * marks the source's active call; other numbers are inactive results; i = inactive; · = no result given.
# Start of the listing, in advance:
mol	MT1-MMP act inh	eLon inh	MLLE-PAM2 inh	Rin1 Abl inh	CSN inh	FAS-TE inh	MsrA inh	Rpn11 block	bovine MsrA act
CCCCOC(=O)C1CCCC(C)N1 (centres undefined)	2	-2	9	3	2	-10	-0.4	i	-5
CCOC(=O)N/N=C/c1cc(C)n(-c2cccc3ccccc23)c1C	-5	-1	-13	2	0	3	1.2	i	-5
Cc1ccc(N)cc1S(=O)(=O)N(C)C	1	-1	4	1	7	-3	2.4	i	-2
O=C(Nc1cccc(Cl)c1)c1ccc(OC(=S)N2CCOCC2)cc1	-5	2	5	5	11	-6	1.2	i	-1

# Main list, from the first entry:
mol	MT1-MMP act inh	eLon inh	MLLE-PAM2 inh	Rin1 Abl inh	CSN inh	FAS-TE inh	MsrA inh	Rpn11 block	bovine MsrA act
CCCCOC(=O)C1CCCC(C)N1 (centres undefined)	2	-2	9	3	2	-10	-0.4	i	-5
CCOC(=O)N/N=C/c1cc(C)n(-c2cccc3ccccc23)c1C	-5	-1	-13	2	0	3	1.2	i	-5
Cc1ccc(N)cc1S(=O)(=O)N(C)C	1	-1	4	1	7	-3	2.4	i	-2
O=C(Nc1cccc(Cl)c1)c1ccc(OC(=S)N2CCOCC2)cc1	-5	2	5	5	11	-6	1.2	i	-1
CC(=O)Nc1nc(C)c(C(C)=O)s1	6	3	15	-19	-5	-7	1.4	i	-1
O=C(Nc1ccccc1O)c1ccc(Cl)cc1	7	-11	-8	2	2	-14	-0.8	i	-5
CC1NC(=O)N(C)[C@@H]2NC(=O)N(C)C(c3ccc([N+](=O)[O-])cc3)[C@@H]12 (some centres undefined)	-3	4	1	-3	0	-6	-0.4	i	0
O=C(CNS(=O)(=O)c1ccc(Cl)cc1)OCC(=O)N1CCCc2ccccc21	-1	12	11	0	-6	-4	-0.7	i	-1
CC(C)N=C(Nc1ccc(Cl)cc1)c1cccnc1	5	-4	-3	-4	3	-8	2.0	i	-1
COc1cc(CNC(=O)C2CCC(=O)N(C3CCCCCC3)C2)cc(OC)c1 (centres undefined)	-1	11	9	-2	-8	-1	1.1	i	-3
Cc1cc(NC(=O)COC(=O)c2cccc(O)c2)no1	1	-6	-12	0	-7	-6	-1.1	i	-5
COC(=O)C1=C(C(=O)OC)C(C(=O)OC)C(C(=O)OC)C(C(=O)OC)(C(=O)OC)C(C(=O)OC)=C1C(=O)OC (centres undefined)	-1	-30	21	2	5	-5	0.0	i	-2
Cc1ccc(NC(=O)c2ccco2)nc1	0	0	1	0	-4	-5	0.1	i	-2
CCCS(=O)(=O)NC(=O)C1(C)CCCN(C(=O)c2c(OC)cccc2OC)C1 (centres undefined)	6	-3	-6	2	0	-6	0.8	i	-2
COc1ccc(NC(=O)Cc2ccccc2F)cc1S(=O)(=O)N1CCCCC1	2	5	-27	1	-2	-3	0.6	i	0
COc1ccc(/C=C/C(=O)Nc2cccc(N3CCOCC3)c2)cc1OC	4	-9	-3	-3	0	-2	4.1	i	4
N#C/C(=C\c1cccc(Br)c1)C(=O)N1CCCCC1	-8	-10	12	0	-1	34	-0.8	i	-3
O=C(O)C1CSC(c2coc3ccccc3c2=O)N1 (centres undefined)	-1	-19	24	2	-5	-13	-0.1	i	-5
COC(=O)c1ccc2nc(-c3ccc(C)cc3)c(Cc3cccc(F)c3)n2c1	-7	3	·	·	-3	28	-0.5	·	-1
CCOC(=O)c1sc(NC(=O)c2ccc(S(=O)(=O)N3CCCCCC3)cc2)nc1-c1ccccc1	-13	1	-15	-2	-1	46	0.1	i	1
COc1ccccc1C(=O)COC(=O)c1ccccc1O	4	-4	-3	3	5	0	0.3	i	0
O=C(O)c1cccc(S(=O)(=O)N2CC=C(c3ccccc3)CC2)c1	-5	-11	-3	-2	-2	-8	0.1	i	-1
CCC(Sc1nc(-c2ccccc2)c(-c2ccccc2)[nH]1)C(=O)O (centres undefined)	4	0	-120	2	-4	-5	0.1	i	-7
O=[N+]([O-])c1cc2c(cc1CN1CCN(c3ccc(F)cc3)CC1)OCO2	0	-21	1	0	2	25	0.1	i	-4
O=C(O)c1ccc(N2C(=O)c3ccc(C(=O)c4cccc([N+](=O)[O-])c4)cc3C2=O)cc1	3	-5	-11	2	1	-7	-0.7	i	-10
CC(=O)Nc1ccc(Nc2cc(C)nc(Nc3ccc(NC(C)=O)cc3)n2)cc1	2	-11	-102	2	4	-4	0.1	i	-5
O=C(Cn1cc(C(F)(F)F)ccc1=O)N1CCc2ccccc21	0	5	-10	0	-3	-1	-0.9	i	-8
O=c1c2[nH]c3cccc(Cl)c3c2ncn1CCN1CCCCC1	5	3	-2	-1	5	-1	0.7	i	-3
CC(=O)Oc1cc2c(C(=O)NCCCN3CCOCC3)c(C)oc2c2ccccc12	3	4	11	0	1	-3	0.4	i	1
O=C(COc1ccccc1Cl)NNC(=O)c1ccc2nc[nH]c2c1	1	-2	5	4	4	-5	0.3	i	-3
CN(c1ccc(OCC(=O)NC2CCC(O)CC2)cc1)S(=O)(=O)c1ccc(Cl)cc1 (centres undefined)	4	-7	12	2	4	-1	-0.8	i	1
COc1cc(OC)cc(-c2c(-c3cccs3)c3cc(-c4ccc(OC)cc4F)ccc3n2C)c1	-3	4	13	4	5	43	1.5	i	-6
COc1ccc2c(c1)CCc1c(C(=O)NCc3ccc(Cl)cc3)noc1-2	-2	-11	1	2	-1	-2	-0.3	i	-4
Brc1ccc(-c2noc(-c3ccccc3)n2)o1	0	-4	4	-4	1	14	-0.7	i	-4
O=C(c1ccccc1F)N1CCN(S(=O)(=O)c2ccc3ccccc3c2)CC1	-3	-5	1	-4	5	8	-1.2	i	-2
CCNS(=O)(=O)c1cc(-c2nnc(OC)c3ccccc23)ccc1C	-1	-5	-3	-2	-4	-2	-1.4	i	0
O=C(Nc1cccc(S(=O)(=O)N2CCCCC2)c1)c1ccc2ccccc2n1	-4	-3	6	1	-6	36	0.9	i	-5
O=C(Oc1cccc(-n2cnnn2)c1)c1sc2ccccc2c1Cl	1	-2	1	3	1	-2	0.0	i	-6
O=C(/C=C/c1ccco1)N(Cc1cccc(Br)c1)C1CCS(=O)(=O)C1 (centres undefined)	-5	-5	-8	-1	4	8	-0.1	i	-2
O=C(O)Cn1c(-c2cscn2)nc2ccccc21	1	-4	-1	-2	1	-8	0.1	i	-5
COc1ccc(S(=O)(=O)N(C)C[C@H]2Oc3c(NS(=O)(=O)c4ccc(F)cc4)cccc3C(=O)N([C@H](C)CO)C[C@@H]2C)cc1	4	6	3	-3	3	-1	0.1	i	1
O=C(C1=C(O)C(=O)N(c2ncccn2)C1c1ccc(F)cc1)c1ccco1 (centres undefined)	-2	-6	0	1	34	-9	0.5	i	-3
COc1ccccc1C(=O)N1CCN(Cc2cn[nH]c2-c2ccc(F)cc2F)CC1	-2	-2	13	-2	-1	-5	-0.1	i	-5
Cc1cnc(NC(=O)c2cccc(S(=O)(=O)N3CC(C)OC(C)C3)c2)s1 (centres undefined)	7	0	2	0	5	-4	0.7	i	-7
COc1ccc(NC(=O)N2CCN(C(=O)Nc3ccc(OC)cc3)CC2)cc1	3	8	-5	5	3	-10	-0.2	i	-11
O=C(COC(=O)c1ccccc1O)NCCC1=CCCCC1	-2	-3	-15	5	-6	5	1.5	i	-2
O=S1(=O)N[C@@H](Cc2ccccc2)COc2cccc(N3CCN(Cc4ccccc4F)CC3)c21	6	-2	·	·	-2	11	-0.8	·	-2
COc1ccc2c(Cl)c(-c3nnc(SCC(=O)c4ccccc4)n3C)sc2c1	-4	1	-136	1	1	16	0.8	i	0
CN(CCC#N)C(=O)COC(=O)c1ccc(CNS(=O)(=O)c2ccc(F)c(Cl)c2)cc1	-2	4	13	-4	-13	-17	0.2	i	0
Cc1ccc(S(=O)(=O)NN2C(=O)/C(=C/c3ccc(F)cc3)SC2=S)cc1	-3	9	24	-2	0	14	-1.3	i	0
O=C(c1cnsn1)N1CCCC(Nc2ccc(F)c(F)c2)C1 (centres undefined)	2	-2	-2	-1	-4	0	0.7	i	-3
COc1ccc(CCNCC(=O)Nc2ccc(C)c(S(=O)(=O)N(C)C)c2)cc1	1	-1	-3	1	5	-4	2.4	i	-7
CCC(C(=O)NCc1ccc(C)cc1)c1ccccc1 (centres undefined)	-1	-5	0	-3	-2	1	-0.1	i	-1
Cc1ccc(SCc2cc(=O)[nH]c(Nc3nc(C)c4ccc(C)cc4n3)n2)cc1	-2	1	7	3	-10	31	-0.5	i	-2
Cc1ccc(C)c(CNS(=O)(=O)c2ccc3c(c2)C(C)(C)C(=O)N3C)c1	-2	-3	-8	2	0	-4	2.1	i	-2
C#Cc1cccc(C(=O)N(Cc2cccnc2)CC2CCCN(C3CCCCC3)C2)c1 (centres undefined)	-5	-1	-7	0	4	-10	0.1	i	-5
COc1cccc(-c2cc(C(=O)N3CCN(Cc4ccccc4)CC3)no2)c1	-1	-7	-3	-2	5	8	-1.2	i	-2
Cc1c(NC(=O)C2CCCO2)cccc1[N+](=O)[O-] (centres undefined)	4	-10	-4	-2	-1	-7	0.1	i	-5
CCCn1c(C2CCCN2c2nc(-c3cccc(Br)c3)cs2)nc2cc(Cl)c(Cl)cc21 (centres undefined)	-1	3	11	1	-1	27	0.2	i	-1
COC(=O)c1ccc(NC(=O)Cn2nc(SC)n(N)c2=S)cc1	-2	-5	-110	0	2	-1	-0.7	i	-4

# More results follow:
mol	MT1-MMP act inh	eLon inh	MLLE-PAM2 inh	Rin1 Abl inh	CSN inh	FAS-TE inh	MsrA inh	Rpn11 block	bovine MsrA act
COC(=O)c1cc(N/C(N)=N/c2nc(C)cc(C)n2)cc(C(=O)OC)c1	0	-2	-4	0	2	-6	0.7	i	2
CCn1c(=O)c2cc(C(=O)Nc3cc(C)on3)sc2c2ccccc21	7	2	-3	-3	-5	-10	0.7	i	-4
O=C1CCCCC1(O)Cc1ccc2c(c1)OCO2 (centres undefined)	0	-21	-30	3	5	-6	0.5	i	-3
COc1cccc(C#Cc2c(C=O)n(C)c3ccccc23)c1	11	-1	-1	0	2	37	-0.5	i	-1
NC(=O)CC[C@@H]1NC(=O)[C@H](CO)NC(=O)c2cc([N+](=O)[O-])cc(I)c2OCC[C@@H](C(N)=O)NC1=O	-2	-5	-1	1	-1	-5	2.5	i	-5
CCC(C)NCc1ccc(C(=O)OC)o1 (centres undefined)	4	-2	2	0	-4	-4	1.0	i	2
CC(=O)OC1C=CN(C(C)=O)C(SC(C)(C)C)C1(C)O (centres undefined)	-1	-10	7	0	1	-12	1.0	i	-3
C[C@H](NC(=O)Cc1ccccc1)C(=O)N1CCC2(CC1)NCCc1[nH]cnc12	1	1	-14	0	8	0	-0.2	i	-5
C/C(=N\NC(=O)c1ccc(Cl)c(Cl)c1)c1cccc(NC(=O)C(C)C)c1	3	4	10	4	-2	6	0.2	i	-3
COc1ccc(C2CC(c3ccc([N+](=O)[O-])cc3)=NN2C(C)=O)cc1 (centres undefined)	4	3	-11	-1	5	14	2.9	i	-4
CCOC(=O)c1ccc(NC(=S)Nc2cccc(N)n2)cc1	-2	6	30	-1	4	7	2.3	i	-5
